# TNAP inh hiacc: TNAP (human) inhibition, high acceptor; P05186; purified TNAP, CDP-star luminescence, 1 M DEA; inhibition, % at 20 µM; 0.03% of 200,000 active; AID 1135;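 active means over 50% inhibition of tissue-nonspecific alkaline phosphatase at 20 µM in the single-dose screen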;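 further: plate controls were DMSO wells for no effect and EDTA-quenched wells as full inhibition for full effect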
# TNAP inh noacc: TNAP (human) inhibition, acceptor-free conditions. purified TNAP, CDP-star luminescence, 30 min. inhibition, % at 20 µM. 0.26% of 200,000 active. AID 1012;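 active means tissue-nonspecific alkaline phosphatase inhibition above about 50% at 20 µM in the single-dose screen, limit read from the data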;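 further: 0% = DMSO negative control and 100% = EDTA positive control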
# RAM inhibit: blocks the yeast RAM network | AID 868 | inhibition, % at 50 µM | 1.8% of 190,000 active | S. cerevisiae dse1pr::URA3 reporter, 5-FOA growth OD615, 2 d; analog-sensitive cbk1-as2 kinase mutant strain;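 active means inhibition above a set limit, 3 SD over mean compound inhibition, cut at about 8.4% in these data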;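 further: 0% = DMSO-only wells with no growth and 100% = 10 µM 1-NA-PP1 full growth; inhibition rescues growth on 5-FOA so higher OD means more RAM inhibition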
# Hsp70 activator: switches on Hsp70 transcription; HeLa Hsp70 promoter luciferase reporter, luminescence; scaled: vehicle 0, proteasome-inhibitor control 100%; activation, % at 10 µM; 0.04% of 200,000 active; AID 1203;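 active means activation above the mean across all tested compounds plus 3 SD, cutoff set per campaign, cut at about 5.5% in these data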;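 further: 100% = MG132 at 30 µM as the positive control and 0% = DMSO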
# Redox H2O2 prof: compounds producing H2O2 with reducing agent – biochemical, NIH compound library profiling, artefact control for MLSCN library redox annotation, primary screen; activation, % at 10 µM; 0.03% of 200,000 active; AID 878; DTT-dependent redox cycling H2O2, phenol red/HRP absorbance; 100% = 100 µM peroxide control, 0% = buffer;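 active means activation of at least 50% relative to the plate's high and low controls in the primary single-dose screen; inactive means activation below 50%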;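 further: compound incubated with DTT at 0.8 mM final as the reducing agent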
# PMI act satM6P: activators of human phosphomannose isomerase at near-saturating mannose 6-phosphate; coupled PMI enzyme assay, resazurin fluorescence, 20 min; hits give high values; 1 = untreated enzyme, 0 = substrate-free blank; P34949; AID 1216; 0.34% of 190,000 active; activation factor at 20 µM;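 active means activation factor of 2 or more at 20 µM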
# Target sequence (P34949 whole entry, looked up): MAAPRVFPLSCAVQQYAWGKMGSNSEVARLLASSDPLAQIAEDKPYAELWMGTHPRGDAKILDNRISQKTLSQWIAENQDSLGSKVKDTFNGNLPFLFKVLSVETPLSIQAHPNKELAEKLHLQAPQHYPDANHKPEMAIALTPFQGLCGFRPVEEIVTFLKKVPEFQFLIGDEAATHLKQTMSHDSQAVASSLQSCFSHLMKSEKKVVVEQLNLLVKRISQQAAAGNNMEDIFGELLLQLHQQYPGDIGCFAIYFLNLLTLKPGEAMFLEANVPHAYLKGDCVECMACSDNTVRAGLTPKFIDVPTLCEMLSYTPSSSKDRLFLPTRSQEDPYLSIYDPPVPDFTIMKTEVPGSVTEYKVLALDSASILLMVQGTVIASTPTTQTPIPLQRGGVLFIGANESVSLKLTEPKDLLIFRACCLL
#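 Technique: Diaphorase-driven resazurin-to-resorufin fluorescence, excitation 544, emission 590 nm | Assay system: Human PMI in coupled enzyme assay | Times: Enzyme reaction with compound 20 min at room temperature | Medium: HEPES-buffered pH 7.4 with magnesium and detergent | Reagent: Mannose-6-phosphate 1.0 mM (near-saturating) plus 0.22 mM NADP+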
# S1P3 antag: blocks the human S1P3 receptor; Q99500; CHO S1P3 NFAT-BLA reporter, FRET fluorescence, antagonist mode; inhibition, % at 4.98 µM; 0.27% of 170,000 active;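 active means inhibition above the plate cutoff, the mean inhibition of test wells on that plate plus 3 SD, cut at about 28% in these data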;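 further: cells challenged with S1P at its EC80 of 0.8 µM; blue over green emission ratio from cleaved BLA substrate after 4 h stimulation; 0% = S1P-stimulated wells and 100% = unstimulated DMSO-only wells; some compounds past the cut are filed as inactive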
# Target sequence (Q99500 whole entry, looked up): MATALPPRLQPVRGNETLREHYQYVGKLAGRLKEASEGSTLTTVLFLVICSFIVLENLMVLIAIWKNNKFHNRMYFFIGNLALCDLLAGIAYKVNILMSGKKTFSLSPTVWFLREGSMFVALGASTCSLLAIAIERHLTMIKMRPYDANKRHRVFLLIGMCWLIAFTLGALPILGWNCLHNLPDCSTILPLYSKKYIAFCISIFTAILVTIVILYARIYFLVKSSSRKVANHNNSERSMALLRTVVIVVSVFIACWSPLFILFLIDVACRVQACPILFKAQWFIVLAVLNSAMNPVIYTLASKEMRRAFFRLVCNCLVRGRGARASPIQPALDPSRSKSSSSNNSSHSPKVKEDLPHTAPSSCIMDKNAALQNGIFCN
# PMI activator: activators of human phosphomannose isomerase; 0.005% of 190,000 active; activation factor at 20 µM; purified human PMI, coupled resazurin fluorescence, 20 min; hits give high values; 1 = vehicle control, 0 substrate-free wells;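 active means activation factor of 2 or more at 20 µM, relative to plate controls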
# HMGR II inh: E. faecalis class II HMG-CoA reductase inhibition; purified E. faecalis HMGR, NADPH absorbance 340 nm kinetic; inhibition, % at 10 µM; 0.41% of 190,000 active;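 active means inhibition above a set limit, the median over all tested compounds plus 3 SD, cut at about 9.5% in these data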;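 further: enzyme runs in reverse so mevalonate oxidation gives rising NADPH absorbance; 0% = complete reaction with DMSO and 100% = background rate lacking mevalonate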
# L major viab: Leishmania major promastigote growth inhibition; Leishmania major promastigotes, resazurin fluorescence viability; inhibition, % at 10 µM; 9% of 200,000 active; AID 1063; in the data active means inhibition above about 50%;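 further: promastigotes grown with compound for 44 hours at 28 °C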
# The depositor's hits bear a star; x = not tested or not shown; & = joins results of further samples.
SMILES,TNAP inh hiacc,TNAP inh noacc,RAM inhibit,Hsp70 activator,Redox H2O2 prof,PMI act satM6P,S1P3 antag,PMI activator,HMGR II inh,L major viab
C/C(CC(=O)NCc1ccco1)=N\NC(=O)COc1ccc(Cl)cc1Cl,-5,-7,0.6,-0.4,-0.1,1,-3,1,-5,-6
CC(C)Cn1c(N)c(C(=O)COC(=O)c2cc(-c3ccccc3)nc3ccccc23)c(=O)n(C)c1=O,8,1,3.0,-0.1,0.7,0.9,9,0.9,-10,100*
CCNc1ccc(C(=O)OC(C(=O)NC(N)=O)C(C)C)cc1[N+](=O)[O-] (centres undefined),4,-1,0.4,-0.3,-0.9,1.1,-5,1.1,-6,-3
CC(C)(C)c1nnc2sc(SCCN3C(=O)c4ccccc4C3=O)nn2c1=O,-6,-9,1.4,0.0,1.7,1.1,-4,1.1,-4,-2
CCOC(=O)CCC(NC(=O)CCCCCCCC(=O)NC(CCC(=O)OCC)C(=O)OCC)C(=O)OCC (centres undefined),-1,-24,0.4,-0.3,-0.7,1,-13,0.9,0,14
CC(C)(O)C(O)COc1c2ccoc2cc2oc(=O)ccc12 (centres undefined),-1,-6,2.6,-0.3,0.2,0.9,-3,1,-2,-5
Cc1cc(C)c(-c2cc(NC(=O)CSc3nncn3C)n(-c3ccccc3)n2)cc1C,-5,-1,2.5,0.0,0.9,0.9,-13,1,-3,4
O=[N+]([O-])c1nn(-c2ccccc2)[n+]([O-])c1N1CCN(c2ccccc2F)CC1,1,-9,1.9,0.2,-0.2,1,-6,1.1,-5,44
Cn1ncc(C#N)c1/N=C/N1CCCC1,-6,-18,1.4,-0.2,0.2,1.1,x,1,3,-4
COC(=O)c1[nH]c2ccccc2c1NC(=O)C(C)N1CCN(C(=O)c2ccco2)CC1 (centres undefined),-6,-11,1.5,-0.2,-2.7,1,x,1.1,1,-2
Cc1cccc(Nc2nc(N)nc(CN3CCN(Cc4ccc5c(c4)OCO5)CC3)n2)c1,-6,-5,1.6,0.0,1.7,0.9,-46,0.9,-1,19
O=C(NC1CCCCC1)N1CCCC(c2nc(-c3ccc(S(=O)(=O)N4CCCC4)cc3)no2)C1 (centres undefined),-8,-12,1.6,-0.1,-0.4,1,20,1.1,-3,-4
CC1C2=C(CC(C)(C)CC2=O)NC2=C1C(=O)CC(C)(C)C2,-10,-12,0.7,-0.5,2.6,1.1,-9,1.1,5,-4
CCCC1CCC(C2=N/C(=C\c3ccc(OC)c(OC)c3)C(=O)O2)CC1 (centres undefined),-6,-7,5.9,-0.2,0.1,0.9,x,0.8,0,-4
CCCCCCc1cc2cc(C(=O)Nc3cccc(OC)c3)c(=O)oc2cc1O,4,17,4.4,0.4,-0.3,1.1,-13,1,-5,0
COc1ccc(-n2c(C)cc(C(=O)Cn3nnc4ccccc4c3=O)c2C)cc1,-2,-1,0.9,0.1,1.6,0.9,-8,0.9,-7,-5
CCOC(=O)N1CCC(NC(=O)C2CCN(c3nc(-c4ccc(OC)cc4)no3)CC2)CC1,-4,-1,4.0,0.1,-3.2,0.9,x,0.9,7,-4
CC1CN(C(=O)Cn2cnc3c2c(=O)n(C)c(=O)n3C)CC(C)O1 (centres undefined),-4,-15,2.2,0.0,-0.7,1,-51,1,-4,-4
O=C(CCCC(=O)N(c1ccc2c(c1)OCCO2)C(C(=O)NC1CCCCC1)c1ccc(Cl)cc1)Nc1ccccn1 (centres undefined),3,-11,4.2,-0.2,-3.0,0.9,x,0.9,3,58*
CN(CC(=O)Nc1ccccc1C(=O)N1CCCC1)S(=O)(=O)c1ccc(Br)cc1,-3,-14,-0.6,-0.1,-0.2,1.1,x,1,-4,-3
Cc1oc(CC(C)C)cc1C(=O)Nc1ccc(C(=O)O)cc1,0,-5,-0.8,-0.3,1.0,1.1,4,1.1,-1,-1
CCCCCCn1c(CN2CCCCC2CC)nc2c1c(=O)n(C)c(=O)n2C (centres undefined),-3,-6,-0.5,-0.4,-1.4,0.8,15,0.8,-6,60*
CCc1ccc(OCCNC(=O)c2ccc(S(=O)(=O)N(C)C)cc2)cc1,-2,-7,0.7,0.0,0.0,1,x,1,-4,-1
CN(C(=O)COC(=O)CNC(=O)c1ccc(Cl)cc1Cl)c1ccccc1,-1,-6,0.2,-0.1,-1.2,1,13,1,-3,-5
NC(=O)OCC(COC(N)=O)c1ccccc1,-1,-6,1.8,-0.3,-0.1,1,6,1.1,0,-8
O=C(CN1C(=O)S/C(=C\c2ccc(Cl)cc2)C1=O)NNC(=O)c1ccccc1O,-1,-98,3.0,-0.3,0.5,1.3,-1,1.2,2,-9
Cc1nc2c3cc(F)ccc3n(CCN3CCCCC3)c2s1,1,-9,-0.4,0.6,1.8,0.9,10,1,5,14
Cc1ccc(-c2cc(C(=O)Nc3ccc(S(=O)(=O)Nc4cc(C)on4)cc3)c3ccccc3n2)c(C)c1,-5,-12,6.7,0.0,-3.6,0.9,x,0.9,-5,-6
Nc1ncnc2oc(-c3ccco3)c(-c3ccco3)c12,0,-7,-0.7,-0.3,2.2,1.6,-35,1.2,-3,52*
O=C(NCCN1CCN(Cc2ccccc2)CC1)c1cc2c(=O)[nH]c3ccccc3c2s1,-1,-2,0.8,-0.3,-4.4,1,x,1,-3,101*
Cc1ccc(S(=O)(=O)n2nc(C)c(C#N)c2N)cc1,2,-9,1.2,-0.3,0.3,1.1,5,1.2,-1,-5
Brc1c(CSc2nc3ccccc3s2)nc2ncccn12,3,-1,1.0,0.0,0.6,1,-4,0.9,-4,-3
Cc1ccc(C)c(NC(=O)Cc2csc(-c3ccccc3)n2)c1,4,-17,1.4,-0.3,-0.6,0.7,-10,0.9,-6,-3
CC(C)C(=O)Nc1nc(-c2ccc([N+](=O)[O-])cc2)cs1,-2,-7,3.1,-0.2,-0.6,0.9,11,1,-4,-3
Cc1cn([C@H]2C=C[C@@H](CO)O2)c(=O)[nH]c1=O,-2&-1,-10&-6,-0.1,0.0&-0.1,0.3,1.1&0.9,-16&-12,1.1&0.9,-2&-2,-7
Brc1ccc(CN2CCN(c3ccccn3)CC2)s1,-8,-13,-0.3,-0.2,-0.7,0.9,x,0.9,-2,-1
O=C(CN1N=C(c2ccccc2)CCC1=O)NCCN1CCc2ccccc2C1,2,-59,-0.5,-0.3,-0.7,1,-8,1,-6,3
O=C(CSc1nnc(-c2cccnc2)n1-c1ccccc1)Nc1ccccn1,0,0,0.9,-0.2,0.8,0.9,-27,0.9,x,49
CC1CCN(C(=O)CSCc2ccc(Cl)cc2)CC1,-6,-14,0.5,0.0,0.9,1,x,1.1,-3,-4
COc1ccc(NC(=S)NCC(c2ccco2)N2CCCC2)cc1 (centres undefined),-2,-5,-0.1,-0.2,-0.2,0.9,5,0.9,-1,0
COCCNC(=O)c1nc2ccccc2s1,-7,-13,2.4,-0.1,-0.4,0.7,-8,1.1,-3,-8
CCOC(=O)C1CCN(C(=O)C2CCN(S(=O)(=O)c3cc(Cl)ccc3Cl)CC2)CC1,-1,-2,-2.1,-0.1,2.0,1,-9,0.9,-7,7
CN(C)CCCN(C(=O)c1ccc(N2C(=O)CCC2=O)cc1)c1nc2c(F)cccc2s1,1,-6,0.5,0.2,-1.6,1,-1,1.1,-6,0
Cc1ccccc1NC(=O)COC(=O)c1cc(=O)c2ccccc2o1,-3,-8,1.1,-0.1,0.1,1.1,-12,1.1,-1,-4
COc1ccc(Oc2ncnc3c2ncn3Cc2ccccc2)cc1,-5,-11,3.9,0.3,0.5,0.9,5,0.8,1,-1

# Compounds from the list above that contain a furan ring, fused or not, in the order listed:
SMILES,TNAP inh hiacc,TNAP inh noacc,RAM inhibit,Hsp70 activator,Redox H2O2 prof,PMI act satM6P,S1P3 antag,PMI activator,HMGR II inh,L major viab
C/C(CC(=O)NCc1ccco1)=N\NC(=O)COc1ccc(Cl)cc1Cl,-5,-7,0.6,-0.4,-0.1,1,-3,1,-5,-6
CC(C)(O)C(O)COc1c2ccoc2cc2oc(=O)ccc12 (centres undefined),-1,-6,2.6,-0.3,0.2,0.9,-3,1,-2,-5
COC(=O)c1[nH]c2ccccc2c1NC(=O)C(C)N1CCN(C(=O)c2ccco2)CC1 (centres undefined),-6,-11,1.5,-0.2,-2.7,1,x,1.1,1,-2
Cc1oc(CC(C)C)cc1C(=O)Nc1ccc(C(=O)O)cc1,0,-5,-0.8,-0.3,1.0,1.1,4,1.1,-1,-1
Nc1ncnc2oc(-c3ccco3)c(-c3ccco3)c12,0,-7,-0.7,-0.3,2.2,1.6,-35,1.2,-3,52*
COc1ccc(NC(=S)NCC(c2ccco2)N2CCCC2)cc1 (centres undefined),-2,-5,-0.1,-0.2,-0.2,0.9,5,0.9,-1,0

# (list continues)
SMILES,TNAP inh hiacc,TNAP inh noacc,RAM inhibit,Hsp70 activator,Redox H2O2 prof,PMI act satM6P,S1P3 antag,PMI activator,HMGR II inh,L major viab
COc1ccc(-c2cc(C(F)F)n3ncc(C(=O)n4ccnc4C)c3n2)cc1,-2,-15,0.0,-0.1,0.7,1,-9,0.8,-1,4
CC(C)c1nc(SCC(=O)c2ccccc2)c2c(=O)n(C)c(=O)n(C)c2n1,-3,-15,0.5,-0.1,-1.5,0.9,x,0.9,1,1
CCOC(=O)C1(C)C=C(Nc2ccccc2)C(=O)N1c1ccccc1 (centres undefined),-7,-5,-0.5,-0.4,0.2,1,0,1,-3,27
CC(C)Cn1cnc2c1c(=O)n(CC(=O)Nc1ccc3c(c1)OCO3)c(=O)n2Cc1ccccc1,-4,-10,4.1,0.2,0.0,1,1,1,-4,20
COc1ccc(CCNC(=O)C(NS(=O)(=O)c2ccc3c(c2)CCN3C(C)=O)C(C)C)cc1OC (centres undefined),-2,0,0.3,0.2,-1.1,1.1,2,1.2,-3,-3
Brc1ccc(OCc2nnnn2-c2ccccc2)cc1,0,-5,1.4,-0.4,-0.4,1,6,1.1,-1,13
CCc1ccc(OCCNC(=O)c2cccs2)cc1,6,-2,-0.8,0.4,0.2,1.1,x,1.1,-5,18
COC(=O)CNc1nc(-c2ccccc2F)nc2ccccc12,0,-6,-0.4,-0.3,-0.9,0.9,17,0.9,3,59*
Cc1cc(C(=O)COC(=O)c2cccn2C)c(C)n1Cc1ccco1,-4,-8,1.0,-0.4,0.4,1,-8,1,9,8
NC(=O)C1CCN(CC(=O)Nc2ccccc2Sc2ccc(Cl)cc2)CC1,-4,-13,-0.9,-0.4,0.2,0.9,7,0.8,-2,93*
O=C(CCCCn1c(=S)[nH]c2ccsc2c1=O)NCc1ccco1,-3,0,7.9,-0.3,-6.7,1,x,1,1,-2
CCc1ccc(NC(=O)CS(=O)CC(=O)NC(C)CCc2ccco2)cc1 (centres undefined),-4,-12,3.7,-0.4,1.3,0.9,x,1,-2,18

# From PubChem
